Source: PubChem (several laboratories)
CHRM4 PAM: positive allosteric modulators of human muscarinic M4 receptor | P08173 | CHO-K1 hM4/Gqi5, Fluo-8 calcium fluorescence, ACh EC20; 0% = ACh EC20, 100% = maximal ACh | activation, % at 3 µM | 360,000 tested, 0.4% active | AID 624126;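 active = activation above its plate's cutoff, the mean activation of sample wells plus 3 SD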; note: some results filed as inactive read as strong as hits
CHRM4 antagonist: antagonists of human muscarinic M4 receptor (CHRM4). inhibition, % at 3 µM. CHO-hM4 cells, ACh EC80, Fluo-8 calcium fluorescence. 360,000 tested, 0.73% active. P08173. AID 624125;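 active = inhibition above its plate's cutoff, the mean inhibition of sample wells plus 3 SD, cut at about 27% in these data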;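 note: 0% = acetylcholine EC80 with DMSO and 100% = DMSO without agonist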
CHRM4 agonist: agonists of human muscarinic M4 receptor (CHRM4) | 360,000 tested, 0.14% active | AID 624127 | CHO-K1 hM4/Gqi5, Fluo-8 calcium fluorescence; vehicle 0%, full acetylcholine response 100% | activation, % at 3 µM;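 active = activation above the run mean over all test wells plus 3 SD, cut at about 32% in these data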;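 note: peak over basal fluorescence ratio per well then scaled between controls; 0% = DMSO wells and 100% = acetylcholine at EC100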
CHRM5 antagonist: CHRM5 antagonism in calcium assay | 360,000 tested, 0.59% active | inhibition, % at 3 µM | P08912 | CHO-hM5 cells, Fluo-8 calcium fluorescence, ACh EC80;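 active = inhibition above a per-plate cutoff, the mean of that plate's test compounds plus 3 SD, cut at about 27% in these data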;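 note: 0% = acetylcholine EC80 with DMSO and 100% = DMSO without agonist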
M5 PAM: CHRM5 positive allosteric modulation | 360,000 tested, 0.3% active | P08912 | activation, % at 3 µM | AID 624038 | CHO-K1 hM5, Fluo-8 calcium, ACh EC20 PAM; 0% = ACh EC20, 100% = ACh EC100;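 active = activation above the run cutoff, the mean activation of all test compounds plus 3 SD, cut at about 18% in these data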
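System: CHO-K1 cell line with stable human muscarinic M5 receptor expression | Also added: EC20 acetylcholine as agonist stimulus | Compound: One concentration, 3 µM final (nominal) | Timing: Fluo-8 loading 80 min at 37 °C plus 30 min room temperature | Measured by: Fluo-8 calcium dye fluorescence, kinetic read | Read-out basis: % activation, ACh-normalized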
CRFR2-BP antag: antagonists of CRF-binding protein/CRF-R2 receptor complex. HEK293 CRF-R2/CRF-BP, CRF-induced calcium fluorescence. inhibition, % at 11.8 µM. 350,000 tested, 0.59% active;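 active = inhibition of the ligand-induced calcium signal above about 50% at the single tested concentration, limit read from the data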
M5 ag: agonists of human muscarinic M5 receptor (CHRM5); CHO-K1 hM5 cells, Fluo-8 calcium fluorescence; 0% DMSO wells, 100% maximal acetylcholine response; activation, % at 3 µM; 360,000 tested, 0.19% active; AID 624037;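 active = activation above the run's mean over test compounds plus 3 SD, cut at about 23% in these data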;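 note: signal is peak over basal fluorescence ratio across the kinetic read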
IDE cell inh: cellular human IDE inhibition; HEK cells, FAbetaB cleavage, fluorescence polarization; inhibition, % at 5.59 µM; 320,000 tested, 0.41% active;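 active = percent inhibition above the average of all tested compounds plus 3 SD, set per screening campaign, cut at about 16% in these data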;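 note: IDE supplied by intact live HEK cells; FP after avidin binding of uncleaved biotin substrate so inhibition keeps polarization high; 0% = DMSO wells and 100% = 60 µM reference IDE inhibitor Ii1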
Target sequence (P14735 whole entry, looked up): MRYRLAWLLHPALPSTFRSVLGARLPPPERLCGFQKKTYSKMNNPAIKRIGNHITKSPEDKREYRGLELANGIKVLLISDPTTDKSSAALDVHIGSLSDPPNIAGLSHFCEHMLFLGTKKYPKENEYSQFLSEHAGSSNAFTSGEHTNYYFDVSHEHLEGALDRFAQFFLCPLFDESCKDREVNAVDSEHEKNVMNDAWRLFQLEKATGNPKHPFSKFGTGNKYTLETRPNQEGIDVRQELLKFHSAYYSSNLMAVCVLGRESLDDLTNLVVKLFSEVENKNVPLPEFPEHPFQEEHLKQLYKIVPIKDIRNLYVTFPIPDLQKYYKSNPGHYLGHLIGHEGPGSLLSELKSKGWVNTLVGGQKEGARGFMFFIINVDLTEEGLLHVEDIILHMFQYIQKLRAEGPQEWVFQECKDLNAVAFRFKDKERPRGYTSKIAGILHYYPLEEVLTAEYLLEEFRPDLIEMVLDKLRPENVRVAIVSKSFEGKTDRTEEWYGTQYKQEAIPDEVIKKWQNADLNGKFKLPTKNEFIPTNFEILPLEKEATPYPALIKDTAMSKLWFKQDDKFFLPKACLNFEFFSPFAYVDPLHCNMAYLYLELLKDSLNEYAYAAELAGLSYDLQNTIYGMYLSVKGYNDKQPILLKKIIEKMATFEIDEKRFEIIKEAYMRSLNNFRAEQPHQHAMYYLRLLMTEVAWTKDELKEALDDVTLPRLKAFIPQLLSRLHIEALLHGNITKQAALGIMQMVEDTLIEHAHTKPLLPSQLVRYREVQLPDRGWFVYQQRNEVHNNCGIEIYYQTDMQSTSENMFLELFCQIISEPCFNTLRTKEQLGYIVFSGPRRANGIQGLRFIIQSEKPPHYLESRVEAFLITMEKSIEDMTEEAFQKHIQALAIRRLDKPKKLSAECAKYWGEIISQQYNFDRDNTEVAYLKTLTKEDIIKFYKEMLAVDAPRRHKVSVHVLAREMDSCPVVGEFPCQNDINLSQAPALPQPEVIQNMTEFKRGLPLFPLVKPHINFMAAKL
CRFR2-BP ag: CRF-BP/CRF-R2 complex agonism; HEK293 CRF-R2/CRF-BP, calcium dye fluorescence (FLIPR); percent of saturating CRF peptide response; activation, % at 13.2 µM; 350,000 tested, 0.46% active; AID 588473;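 active = activation of at least 50%, plus an integration ratio under a set limit after plate pattern correction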;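 note: plate controls were neutral control wells without compound for no effect and CRF at EC100 for full effect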
An asterisk follows results filed as active; x = no result given.

Structure	CHRM4 PAM	CHRM4 antagonist	CHRM4 agonist	CHRM5 antagonist	M5 PAM	CRFR2-BP antag	M5 ag	IDE cell inh	CRFR2-BP ag
O=C(c1ccco1)N1CCN(C(=S)Nc2ccc(Br)cc2Cl)CC1	2	-3	3	-8	4	11	-2	x	-1.5
Clc1cccc(OCCn2ccnc2)c1	-6	12	0	3	-5	12	-18	3	-1.0
CC1(C)CC(N(Cc2cccs2)C(=O)c2ccco2)CCO1 (stereo unspecified)	14	-1	1	-7	5	-1	-1	1	0.9
O=[N+]([O-])c1cccc(NNS(=O)(=O)c2ccccc2F)c1	-6	-13	0	-5	10	10	-2	1	-1.1
COc1ccc(CN(CC(=O)NC(C)C)C(=O)CCC(=O)Nc2nccs2)cc1	5	-30	2	-7	1	2	-2	2	-1.1
COc1ccccc1NC(=O)N1CCN(Cc2ccc3c(c2)OCO3)CC1	-4	-2	0	8	-5	0	-6	1	0.9
O=S1(=O)c2ccccc2C(O)(c2ccccc2)c2ccccc21	-1	7	0	8	4	18	-3	x	-1.6
CCN1CCN(c2cc3c(cc2F)c(=O)c(S(=O)(=O)c2ccccc2)cn3C)CC1	3	-4	1	-12	4	0	-4	4	0.6
COc1ccccc1C(=O)Nc1onc(C)c1C#N	-3	6	0	-3	-1	6	-3	-7	0.0
Cc1ccc(C(=O)Nc2cccc(C(=O)NCc3ccccc3)c2)cc1	-5	13	8	9	-8	1	-1	-3	0.3
COCCNC(=O)c1ccc2c(c1)nc(C)n2-c1cccc(Cl)c1	-4	-1	1	7	-4	7	-3	0	-0.4
CC(=O)Nc1cc2c(cc1NC(=O)Cn1nc(-c3ccc(F)cc3)ccc1=O)OCCO2	-8	10	1	0	4	-5	-1	0	-1.9
CC1=C(C(=O)N(C)C)CC(CC(=O)NCc2ccco2)C(=O)N1CCC1=CCCCC1 (stereo unspecified)	4	-17	0	-11	9	8	0	x	1.5
Brc1cccc(CNc2nc3ccccc3n2CCN2CCCCC2)c1	-14	0	1	-7	5	-20	-6	3	-2.2
COc1ccccc1C(=O)N1CCN(c2cccc(Cl)c2)CC1	-1	-7	3	-1	1	-14	-2	-1	-1.5
Cc1cn(Cc2ccccc2)c(=O)[nH]c1=O	16	-2	0	10	4	7	1	4	4.1
COCCN1Cc2c(sc(C)c2C)N(C(=O)c2ccccc2)C1	8	-12	1	1	-3	3	-4	6	-1.6
COc1ccc([C@H]2C[C@@H](n3cc(C4CC4)nn3)[C@H](O)CN2Cc2cccs2)cc1	4	-4	1	4	-2	-3	0	x	5.8
CC(C)c1ccc(CNc2ccc([N+](=O)[O-])cn2)cc1	-4	1	-2	-7	-9	-15	-13	-2	0.9
Fc1ccc2nncc(SCc3ccccc3Cl)c2c1	-3	-8	-2	6	7	-18	-5	x	-2.4
O=c1cc(CN2CCN(c3ccccc3F)CC2)c2c(ccc3ccccc32)o1	-5	2	-2	12	-2	x	-2	x	x
S=C(NCc1ccccc1)NCc1ccco1	8	-1	0	2	-1	6	-4	x	1.6
Cc1ccccc1CC1(CO)CCCN(C(=O)c2cccc(Cl)c2)C1 (stereo unspecified)	-11	10	1	4	-1	-18	-3	3	3.5
c1ccc(CN2CCC(Nc3nc(-c4cccs4)nc4ccccc34)CC2)cc1	-12	4	14	14	1	-27	0	-3	2.3
CCn1c(=O)c(CCC(=O)N2CCN(c3ccccn3)CC2)c(C)c2c(C)nn(-c3ccccc3)c21	-2	3	1	3	1	3	0	-5	-0.4
COc1cc(OC)c(OC)cc1/C=N/NC(=O)c1ccc(CSc2nc(C)cc(C)n2)cc1	-10	-2	-1	-4	6	17	1	0	0.0
O=C(NC1CCCCC1)C(c1cccnc1)N(C(=O)c1ccc(Cl)nc1)C1CCCCC1 (stereo unspecified)	3	-7	1	7	-1	11	4	-1	-2.4
Cc1cc(C)n(/N=C/c2ccccc2O)c(=O)c1	10	9	1	-19	25*	17	3	-4	-0.4
O=C(NCCN1CCC(n2c(=O)[nH]c3ccccc32)CC1)c1cccc2c1-c1ccccc1C2=O	-10	16	12	16	-21	x	1	x	x
CCOC(=O)c1cnc(SCC(=O)Nc2ccc(NC(C)=O)c(OC)c2)nc1N	9	-4	0	-7	10	-1	3	3	-1.1
Cc1cccc(NC(=O)CN2C(=O)CCSc3ccc(S(=O)(=O)N4CCOCC4)cc32)c1C	-3	7	0	1	5	-2	0	0	-1.6
CC(C)NC(=O)Nc1cccc2c1O[C@H](CN(C)S(=O)(=O)c1cccs1)[C@@H](C)CN([C@H](C)CO)C2=O	1	2	0	2	2	-19	-1	1	-1.8
Cn1c(SCC(=O)Nc2nccs2)nnc1-c1ccc(S(=O)(=O)N2CCCC2)cc1	3	-3	3	-6	6	-6	-4	3	0.0
CC1(C)CC(=O)C2=C(C1)Nc1ccccc1NC2c1ccc2c(c1)OCO2 (stereo unspecified)	24	13	2	1	0	-6	0	1	13
CC(=O)Nc1ccc(S(=O)(=O)NCC2CCC(C(=O)NCCC3=CCCCC3)CC2)cc1 (stereo unspecified)	8	0	0	-2	1	17	-1	1	1.2
COc1ccccc1NC(=O)c1c(N=Cc2cccc([N+](=O)[O-])c2)cnn1C	-3	-1	1	-3	-1	-20	-2	-1	-5.4
Cc1ccc(NC(=O)COC(=O)C2=COCCO2)cc1	8	1	1	0	3	22	2	2	-1.1
CC1(C)CC(Cc2nc(=S)[nH][nH]2)C(=O)O1 (stereo unspecified)	0	8	1	-6	1	15	1	0	-0.3
CCOc1ccc(NC(=O)N(CCN2CCOCC2)Cc2ccc3c(c2)CCCN3CC)cc1	2	3	0	4	-6	-7	-2	-4	1.1
O=S(=O)(c1ccccc1F)N(Cc1ccco1)Cc1nnc(-c2ccccc2Br)o1	-10	5	10	3	-12	24	-1	x	3.0
Cc1cccc(C)c1OCC(=O)Nn1c(COc2ccccc2)nc2ccccc2c1=O	-9	4	13	7	-18	0	0	-4	-0.7
COc1ccc(-n2c(SCC(=O)Nc3ccc4c(c3)OCO4)nc3ccccc3c2=O)cc1	17	-4	0	-9	6	-13	0	0	0.6
Cc1ccc(Nc2cc(-n3cccn3)ncn2)c(C)c1	-3	-6	3	7	-6	1	-1	-4	-0.8
Cc1ccc(CNC(=O)c2cc(-c3ccccc3)nn2Cc2cc(C)no2)cc1	-6	-6	16	9	-19	16	-3	10	2.7
COC(=O)c1ccc(CSC(=N)N)o1	-9	8	0	5	-2	-13	0	-2	1.4
COc1ccc(-c2nc(CS(=O)CC(=O)N3CCN(C)CC3)c(C)o2)cc1 (stereo unspecified)	0	-2	1	10	2	-2	-3	-1	-0.3
COc1ccc(C2=NN(C(=O)CCCC(=O)O)C(c3cccs3)C2)cc1OC (stereo unspecified)	6	-2	0	9	3	5	2	6	2.1
CCOC(=O)C1C(c2cccc(Cl)c2Cl)NC(=O)NC1(O)C(F)(F)F (stereo unspecified)	17	9	1	-1	3	-36	1	3	26
COCC(C)n1c(SCC(=O)N2CCOCC2)nc2ccccc2c1=O (stereo unspecified)	11	0	0	8	4	4	0	4	1.0
Cc1nn(CC(=O)NCCCN2CCCCC2)c(=O)c2cc(-c3ccccc3)nn12	-7	7	0	8	-1	-5	-3	6	0.2

(cont.)
Structure	CHRM4 PAM	CHRM4 antagonist	CHRM4 agonist	CHRM5 antagonist	M5 PAM	CRFR2-BP antag	M5 ag	IDE cell inh	CRFR2-BP ag
Cc1nn(Cc2ccc(Cl)c(Cl)c2)c(C)c1NC(=O)c1cc(C2CC2)on1	-5	-17	11	3	-11	12	1	-2	-0.9
Cc1cc(C)n(-c2ccc(Oc3ccccc3)c(S(=O)(=O)O)c2)n1	0	-5	1	-12	8	20	1	-1	-1.5
O=C(CCN1C(=O)/C(=C/c2cccs2)SC1=S)NNC(=O)c1cccc(O)c1	-14	18	14	20	-23	1	3	2	1.2
O=C(N[C@@H](c1ccccc1)[C@H](O)c1ccccc1)[C@@H]1CCCN1C(=O)OCc1ccccc1	19	-7	2	6	2	1	-2	6	-0.1
COc1cc(OC)c(NC(=O)c2sc3ncn(CC(=O)N4CCN(c5ccccn5)CC4)c(=O)c3c2C)cc1Cl	-3	2	6	3	-1	-2	-3	5	-1.9
COc1ccccc1NC(=O)C1=C(C)NC2=C(C(=O)CCC2)C1c1ccc(C)o1 (stereo unspecified)	12	-6	3	-14	3	5	2	6	-6.4
CCOc1ccc(CNC(=O)CCCC(=O)n2nc(C)c3ccccc32)cc1	0	2	0	-1	3	18	-2	5	0.6
CC1CCCC(NC(=O)COC(=O)COc2ccccc2Cl)C1C (stereo unspecified)	1	16	0	11	-2	2	0	-5	-0.5
CCS(=O)(=O)Nc1cc(OC)c(OC)cc1Cc1nccc2cc(OC)c(OC)cc12	-7	2	4	-1	4	6	9	-5	-2.7
O=C1C(=O)N(CCN2CCOCC2)C(c2cccc(Cl)c2)/C1=C(\O)c1ccc2c(c1)OCCO2 (stereo unspecified)	1	8	1	1	2	-2	-5	4	-2.7
CCCn1c(N)c(C(=O)CSc2nnc(C3CC3)n2Cc2ccccc2)c(=O)[nH]c1=O	-1	14	0	1	3	2	-5	3	0.2
CCC(Oc1ccccc1)C(=O)Nc1ccc(C)c(S(=O)(=O)N2CCOCC2)c1 (stereo unspecified)	-2	-4	2	10	-5	5	2	1	-0.2
Cc1ccc(NC(=O)c2ccc(CN3CCN(C)CC3)cc2)cc1Nc1nccc(-c2cccnc2)n1	-5	-14	4	-2	-4	3	0	-1	-0.5
Cc1cc(NC(=O)c2ccc(NC(=O)CC(C)C)cc2)no1	1	-1	1	-8	0	-20	-2	3	1.1
CCCN1C(=O)/C(=C/c2c(N3CCNC(=O)C3CC(=O)OCC)nc3c(C)cccn3c2=O)SC1=S (stereo unspecified)	-10	13	12	22	-24	-200	25*	65*	191*
CCN(CC)S(=O)(=O)c1ccc(C)c(NC(=S)N2CCN(c3ccccn3)CC2)c1	-4	3	7	17	-7	3	2	3	-0.3
Cc1nnc(SCC(=O)NNC(=O)c2ccco2)s1	19	-13	2	8	-2	-3	2	-7	0.6
CCOC(=O)/C(=N/O)C1=NC(C)(C)Cc2cc(C)c(C)cc21	8	-7	0	4	14	6	-6	3	-1.5
CC(C)NC(=O)c1ccc(N2CCOCC2)nc1	3	0	1	6	-7	20	1	3	1.0
Cc1ccc([N+](=O)[O-])cc1S(=O)(=O)Nc1cccc(S(=O)(=O)Nc2ccccc2C(=O)O)c1	8	-2	0	-5	13	18	4	2	0.8
Cc1noc(C)c1S(=O)(=O)Nc1ccc2c(c1)C(=O)N([C@H](C)CO)C[C@H](C)[C@@H](CN(C)C(=O)Nc1ccc3c(c1)OCO3)O2	9	-6	0	-11	3	3	0	-2	0.3
COc1ccc(/C=N\NC(=O)c2ccc(-c3ccccc3)cc2)cc1COC(C)=O	-4	-6	8	7	-9	1	-3	11	1.4
